# Runt-CBFb FRET – inhibitors of RUNX1 Runt–CBFb binding, primary screen, biochemical, FRET, Cerulean-Runt, Venus-CBFb, uHTS | Runt-related transcription factor 1 (Homo sapiens) + Core-binding factor subunit beta … | Cerulean-Runt/Venus-CBFb FRET ratio 530/480, 1 h | inhibition, % at 20 µM | 220,000 compounds, 0.46% hits;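 active means inhibition over about 50% at 20 µM in the single-dose screen, limit read from the data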;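 further: 0% = DMSO wells and 100% = excess unlabeled CBFb competitor control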
#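 Buffer or medium: Tris pH 7.5 buffer with BSA. Assay system: Cerulean-labeled Runt domain protein. Amount: each fluorescent fusion protein 100 nM. Read-out basis: loss of energy transfer signal. Incubation: 1 h compound exposure, room temperature. Probe or stimulus: Venus-CBFb binding partner, 100 nM. Detection: FRET, excitation 422 nm, emission at 530 and 480 nm.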
# Hck-Nef inh – inhibitors of Nef-activated human Hck kinase, primary screen, biochemical, Z-Lyte FRET, 384-well, Hck-YEEI. Tyrosine-protein kinase HCK (Homo sapiens), P08631. Recombinant Hck-YEEI plus Nef, Z-Lyte FRET kinase assay. inhibition, % at 20 µM. 220,000 compounds, 0.68% hits. AID 463187, 2010;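 active means Hck-Nef kinase inhibition above about 50%, limit read from the data; inactive means inhibition below that limit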;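 further: 0% = DMSO with Hck plus Nef and 100% = Hck alone without Nef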
# Target sequence (P08631 whole entry, looked up): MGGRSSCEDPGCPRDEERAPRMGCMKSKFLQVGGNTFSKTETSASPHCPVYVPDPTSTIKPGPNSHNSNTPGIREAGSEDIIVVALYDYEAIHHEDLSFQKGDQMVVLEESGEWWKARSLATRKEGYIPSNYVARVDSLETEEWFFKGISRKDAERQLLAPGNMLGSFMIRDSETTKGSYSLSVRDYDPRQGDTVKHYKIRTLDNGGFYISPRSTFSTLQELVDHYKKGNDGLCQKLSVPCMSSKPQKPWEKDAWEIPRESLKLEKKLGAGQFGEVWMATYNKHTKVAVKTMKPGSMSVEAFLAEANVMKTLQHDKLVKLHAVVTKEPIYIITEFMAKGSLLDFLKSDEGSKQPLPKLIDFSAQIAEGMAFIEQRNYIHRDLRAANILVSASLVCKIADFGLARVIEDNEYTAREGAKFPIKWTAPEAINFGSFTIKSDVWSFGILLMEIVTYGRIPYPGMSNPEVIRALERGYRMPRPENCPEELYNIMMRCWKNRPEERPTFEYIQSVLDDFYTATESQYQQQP
# Runt-SMMHC FRET – inhibitors of RUNX1 Runt–CBFb-SMMHC binding, primary screen, biochemical, FRET, Cerulean-Runt, Venus-CBFb-SMMHC, uHTS | Runt-related transcription factor 1 (Homo sapiens) + Core-binding factor subunit beta … | Cerulean-Runt/Venus-CBFb-SMMHC FRET ratio 530/480, 1 h | 220,000 compounds, 0.74% hits | inhibition, % at 20 µM;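 active means mean inhibition across duplicate retests at 20 µM reaching about 50%, limit read from the data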;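 further: 0% = DMSO wells and 100% = wells with excess untagged CBFb-SMMHC; inhibitors lower the FRET ratio by blocking Runt binding to CBFb-SMMHC; some results filed as inactive read as strong as hits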
# p97 inhibitor – inhibitors of human p97 ATPase, primary screen, biochemical | Transitional endoplasmic reticulum ATPase (Homo sapiens), P55072 | recombinant p97 ATPase, Kinase-Glo ATP luminescence, 3 h | 220,000 compounds, 0.42% hits | inhibition, % at 8 µM | AID 1481, 2009; in the data active means inhibition above about 15%;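 further: 0% = DMSO vehicle and 100% = wells lacking enzyme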
# NPY-Y2 PAM-ag – NPY-Y2 potentiators or agonists, primary screen, cell-based; AID 1359, 2008; 220,000 compounds, 0.45% hits; activation, % at 3.6 µM; cells expressing NPY-Y2, potentiator/agonist read-out; in the data active means activation above about 27%;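 further: cells stimulated with NPY near EC25 plus isoproterenol at EC100; 0% = vehicle plus submaximal agonist and 100% = vehicle plus saturating agonist; some results beyond the cut were filed as inactive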
# NPY1 pot ag – NPY-Y1 receptor potentiators or agonists, primary screen, cell-based; NPY-Y1 expressing cells, potentiator/agonist activation; activation, % at 3.6 µM; 220,000 compounds, 0.37% hits; AID 1304, 2008; in the data active means activation above about 33%, passing the limit was not always enough;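 further: cells stimulated with NPY at EC10 then isoproterenol at EC100; 0% = low agonist plus stimulus and 100% = saturating agonist plus stimulus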
# RBBP9 inh – human RBBP9 inhibitors, primary screen, biochemical, fluorescence polarization, FP-Rh probe, HTS. recombinant RBBP9. inhibition, % at 7.94 µM. 220,000 compounds, 0.2% hits. AID 1515, 2009;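 active means inhibition above the campaign mean of all tested compounds plus 3 SD, cut at about 14% in these data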;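 further: plate controls were DMSO wells with RBBP9 for no effect and wells lacking RBBP9 protein for full effect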
# Target sequence (O75884 whole entry, looked up): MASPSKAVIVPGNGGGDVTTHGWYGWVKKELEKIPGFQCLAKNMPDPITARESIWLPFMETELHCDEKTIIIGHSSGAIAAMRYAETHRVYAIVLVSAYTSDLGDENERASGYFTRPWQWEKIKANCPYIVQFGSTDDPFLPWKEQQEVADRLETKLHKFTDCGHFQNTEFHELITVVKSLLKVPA
#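 Test system – recombinant human RBBP9 · Input – RBBP9 2.5 µM in dispensing solution, pre-mixing · Medium – Tris buffer pH 8.0, NaCl, Pluronic · Schedule – preincubation 30 min plus labeling 45 min at 25 °C · Measured by – fluorescence polarization · Measure – % inhibition · Controls – DMSO and no-protein wells · Replicates – one well per compound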
# NPY Y1 blocker – NPY-Y1 receptor antagonists, primary screen, cell-based. Neuropeptide Y receptor type 1 (Homo sapiens), P25929. HEK293-CNG Y1 cells, membrane potential fluorescence; NPY at EC95, then isoproterenol. inhibition, % at 3.6 µM. 200,000 compounds, 1% hits. AID 1040, 2008;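 active means inhibition above the campaign mean inhibition of all tested compounds plus 3 SD, cut at about 20% in these data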;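 further: 0% = DMSO wells given NPY plus isoproterenol and 100% = isoproterenol alone without NPY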
#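 Material: HEK293 Y1/CNG channel cell line; also added: NPY (25 nM), isoproterenol (1 µM), Ro 20-1724 (25 µM); doses: one concentration, 3.6 µM, in 0.4% DMSO; schedule: compound incubation 1 h at room temperature, readout 45 min post-stimulation; technique: membrane potential fluorescence; measure: fluorescence ratio normalized to % inhibition between controls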
# MDM2 E3 inh – MDM2-luciferase reporter signal enhancers, primary screen, MDM2 E3 ligase inhibitor project, cell-based, luminescence, 1536-well. 210,000 compounds, 0.11% hits. cell-based MDM2 ubiquitination luciferase reporter, 2 h; 0 = plate control, 100 = twice control, blank-subtracted. AID 1230, 2008. signal enhancement, % at 5 µM;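 active means signal enhancement of 30% or more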;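 further: luminescence tracks abundance of the self-degrading MDM2-luciferase fusion protein; higher signal means inhibition of MDM2 E3 ligase activity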
#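 Test system: stable mammalian line carrying autodegrading MDM2–luciferase fusion reporter; quantity: 2000 cells in each well; times: 4 h cell settling then 2 h compound exposure, 37 °C; detection: luminescence with SteadyLite reagent, 15 min at room temperature; evaluation: percent signal gain over controls, blank-subtracted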
# * hit, by the source's call; . = no result given.
SMILES,Runt-CBFb FRET,Hck-Nef inh,Runt-SMMHC FRET,p97 inhibitor,NPY-Y2 PAM-ag,NPY1 pot ag,RBBP9 inh,NPY Y1 blocker,MDM2 E3 inh
CN(CC(=O)Nc1ccccc1Oc1ccccc1)Cc1ccccc1F,-4.4,0.3,0.1,-6.1,-8.2,-24.0,-4.1,1.9,-10.3
CC(C)CC(=O)NC(=S)Nc1cccc2nsnc12,0.4,-8.3,-1.3,2.1,8.9,15.0,-10.8,1.6,-5.7
COc1ccc(N2CCN(C(=O)COc3ccc4c(C)cc(=O)oc4c3)CC2)cc1,-0.6,25.9,1.0,6.2,6.9,0.4,-7.1,-1.2,-3.5
COc1ccc(/C=C/c2c([N+](=O)[O-])c(=O)n(C)c(=O)n2C)c(OC)c1OC,1.2,-16.8,-1.9,-3.8,1.4,-10.1,4.3,-2.1,-1.9
O=C(CNS(=O)(=O)c1cccs1)NCc1ccc(F)cc1,0.9,19.0,2.0,2.4,1.6,4.3,-8.5,-1.1,-3.5
Cc1ccc(NC(=O)CN(C)C2CCCCC2)cc1Br,-0.5,16.4,-4.1,3.8,-9.7,16.6,-2.0,10.1,2.6
COc1ccc(O)c(C(=O)c2cc(C#N)c(=O)n(Cc3ccccc3)c2)c1,-0.6,6.5,4.9,1.2,-1.1,-2.4,-4.3,3.9,3.7
CC(C)Oc1cccc(C(=O)C2CCCN(C(=O)c3noc4c3CCCC4)C2)c1 (centres undefined),-1.5,1.4,-0.8,-3.4,1.2,-22.2,-8.3,4.8,-7.1
CS(=O)(=O)N1N=C(c2ccc3nccnc3c2)CC1c1ccccc1 (centres undefined),-0.2,2.0,0.8,1.7,5.7,-0.8,-10.0,0.0,-18.1
Nc1nc(SCc2nc3scc(-c4ccccc4)c3c(=O)[nH]2)n[nH]1,2.1,0.6,-1.7,2.6,15.0,14.3,-0.8,1.8,-8.2
Cc1ccc(C(=O)NCC(=O)Nc2cccc(S(=O)(=O)NC3=NCCCCC3)c2)cc1C,-1.8,3.1,3.6,-2.6,0.8,-6.3,-9.6,-3.7,-11.3
CSc1nc2[nH]c3c(c2c2nncn12)CC(C)(C)OC3,-2.0,-4.0,-1.7,-4.0,-11.8,-15.1,-5.8,0.7,-13.9
COc1ccc(OC)c(-c2nnc(SCC(=O)NC3CCCCC3)o2)c1,-0.9,-0.7,1.2,1.5,6.0,-13.7,-3.6,-1.3,-18.7
CC(C)CCN1CCN(Cc2nc(-c3ccc(F)cc3)cs2)CC1CCO (centres undefined),-1.9,-0.8,-1.6,-3.9,-10.1,-10.4,-0.8,2.6,-14.9
O=C(ON=C1CCN(S(=O)(=O)c2ccccc2)CC1)c1ccc(Cl)cc1,-3.3,1.2,1.7,-3.8,1.3,3.4,-1.7,0.4,-17.6
NC1=NC(=O)/C(=C/c2ccccc2OS(=O)(=O)c2ccc3ccccc3c2)S1,-1.1,5.4,-1.3,2.6,18.5,23.9,3.4,-2.6,-8.4
CCOC(=O)c1cc(-c2ccccc2)n(CC(=O)Nc2ccc(OCC)cc2)c1C,-2.3,4.1,-1.3,4.5,3.5,-46.6,-10.6,0.4,3.8
Fc1ccc2nc3n(c2c1F)CCCCCC3,-0.2,1.9,1.6,-0.6,16.5,11.8,-6.8,-3.1,-0.3
O=C(N/N=C/c1ccc(N2CCOCC2)s1)c1ccccc1Br,17.7,5.9,-12.1,2.1,-4.9,4.2,-7.0,6.2,-7.0
Cc1cc(Cl)ccc1NC(=S)N1CCN(Cc2ccc3c(c2)OCO3)CC1,-0.2,0.8,0.6,-5.9,12.5,6.6,-9.8,4.4,-4.4
COc1ccc(CN2CCNC(=O)C2CC(=O)N2CCCCO2)cc1OC (centres undefined),0.4,1.6,-3.7,1.4,14.8,-10.7,-12.3,-4.1,-0.4
O=C(Nc1nccs1)c1ccc(S(=O)(=O)N2CCOCC2)cc1,1.5,0.8,3.4,5.5,-2.5,1.8,-7.8,0.0,3.6
O=C(Nc1ccnc(-c2ccncc2)n1)c1cccs1,0.9,25.1,-1.1,4.6,8.4,1.0,-0.8,2.5,-2.8
CC(=O)n1nc(-c2ccccc2)nc1NCc1ccc(F)cc1,-1.5,1.3,-2.8,3.5,15.7,-0.1,-1.9,5.9,-2.4

# The closing 3 records of the section before open the next one.
SMILES,Runt-CBFb FRET,Hck-Nef inh,Runt-SMMHC FRET,p97 inhibitor,NPY-Y2 PAM-ag,NPY1 pot ag,RBBP9 inh,NPY Y1 blocker,MDM2 E3 inh
O=C(Nc1nccs1)c1ccc(S(=O)(=O)N2CCOCC2)cc1,1.5,0.8,3.4,5.5,-2.5,1.8,-7.8,0.0,3.6
O=C(Nc1ccnc(-c2ccncc2)n1)c1cccs1,0.9,25.1,-1.1,4.6,8.4,1.0,-0.8,2.5,-2.8
CC(=O)n1nc(-c2ccccc2)nc1NCc1ccc(F)cc1,-1.5,1.3,-2.8,3.5,15.7,-0.1,-1.9,5.9,-2.4
COc1ccccc1NS(=O)(=O)c1ccc(C)c(C(=O)NCC2CCCO2)c1 (centres undefined),0.8,4.2,-1.0,8.1,9.8,-14.2,1.2,-3.8,-20.6
COc1cc(NC(=O)c2ccc(F)cc2)c(OC)cc1NC(=O)CN1CCOCC1,.,22.0,.,1.7,10.4,-4.6,9.4,-2.0,-3.8
COC(=O)c1sccc1NC(=O)CSc1ccccc1NS(=O)(=O)c1ccccc1Cl,1.6,0.8,0.3,2.2,11.1,-5.5,-8.4,6.3,-12.1
O=C(Nc1ccc(Cl)c(Cl)c1)N1N=CCC1c1ccccc1 (centres undefined),-0.5,28.4,3.1,2.1,-16.1,-2.9,-3.5,11.0,-10.6
COc1ccc(-c2nnc(NC(=O)c3cccs3)s2)c(OC)c1,-7.2,48.9,-13.2,-0.4,-2.6,-1.9,-9.2,.,-17.2
O=C1SCCC1NS(=O)(=O)c1ccccc1[N+](=O)[O-] (centres undefined),0.2,26.1,0.8,4.7,-2.5,17.3,-6.2,-3.2,-6.4
Cn1c(C(=O)OC(C(=O)NCC2CCCO2)c2cccnc2)cc2sccc21 (centres undefined),0.9,15.1,1.9,5.9,3.6,0.9,-2.2,6.5,-6.4
O=C(NCc1nc2ccccc2[nH]1)C1=C[C@H](C2CCCCC2)C[C@H](OCc2ccc(CO)cc2)O1,-0.4,-1.7,0.6,3.0,-0.5,4.5,-1.4,-8.2,.
O=C1CC(c2ccccc2)CN1C(=O)c1ccccc1 (centres undefined),-0.3,1.4,-2.1,3.0,2.5,-8.6,-0.1,3.0,-2.4
O=C(CSCc1ccc(C(=O)O)cc1)Nc1ccc2ccccc2c1,1.2,16.9,0.0,8.5,-6.9,11.8,-0.9,.,0.7
O=S(=O)(c1cnccc1N1CCN(/N=C/c2ccc(Cl)cc2)CC1)N1CCCCC1,-9.0,4.9,-3.6,4.0,6.5,23.5,0.0,7.5,-8.7
Clc1ccsc1-c1csc(-c2cccnc2)n1,-3.3,1.0,-3.7,-2.4,-15.0,-8.7,2.0,3.3,-15.8
Cc1cc(C)c(-c2csc(NC(=O)c3cc([N+](=O)[O-])ccc3N3CCOCC3)n2)c(C)c1,-3.3,3.6,1.7,4.1,17.3,-17.3,-15.2,-2.1,4.0
O=C(O)c1cccc(-n2cccc2/C=C/[N+](=O)[O-])c1,11.5,46.4,2.1,9.2,9.0,20.5,-10.3,.,-9.8
CNC(=O)COC(=O)[C@@H](Nc1ccc(S(=O)(=O)N2CCOCC2)cc1[N+](=O)[O-])C(C)C,-4.5,-4.3,-50.2,-6.0,-0.9,-12.5,-10.7,-1.6,-9.2
COc1cc(C(=O)Nc2ccc(OCC(=O)O)cc2)cc(OC)c1OC,-1.3,-14.6,4.0,1.9,6.0,6.4,-4.3,2.5,-3.0
CC1(C)CC(=O)C=C(NCCN2CCN(C(=O)Nc3ccccc3)CC2)C1,-0.8,-2.2,1.7,-4.8,-6.8,-18.8,-4.3,-2.8,-14.2
CN(C)/C=C/C(=O)c1ccccc1OCc1cnc(Cl)s1,-1.6,-3.0,-2.2,1.9,1.8,8.4,-7.9,4.0,-14.2
CN(C)C(=O)N1CCC(C(=O)NCc2ccccc2Cl)CC1,-1.0,0.5,-6.4,7.9,6.2,11.8,-1.5,2.1,0.2
CC/C(=N/O)c1cnnc(SC)n1,-0.2,-2.0,2.7,-7.7,-6.2,-3.5,-5.4,12.2,-6.8
CCOC(=O)c1cc(COc2cc(Cl)cc(Cl)c2)on1,-2.3,3.2,-0.7,-4.1,-11.1,11.2,-14.0,.,-11.0
O=C(COC(=O)c1cnccn1)c1ccc([N+](=O)[O-])cc1,4.0,-10.2,1.6,2.0,-19.2,-6.6,-1.8,.,-31.7
COC(=O)c1ccc(N2OC3(C)C=CC2CC3)cc1 (centres undefined),1.8,6.6,-4.0,4.9,1.7,8.4,-5.6,-4.2,4.1
CCOC(=O)Cn1nc(C)c(NC(=O)COc2ccc([N+](=O)[O-])c(C)c2)c1C,-0.4,18.6,1.6,1.5,5.0,-3.1,-10.0,3.9,-4.2
Cc1ccc2cc(CCNC(=O)c3cc4ccccc4o3)c(=O)[nH]c2c1C,-4.0,9.2,-0.9,-5.9,-26.4,-20.3,-9.8,5.2,-12.2
CCc1ccc(C(=O)O)cc1,-0.1,8.3,-1.3,5.1,2.3,-6.9,10.1,.,12.8
CCOc1ncccc1C(=O)OCC(=O)Nc1ccc(C(C)C)cc1,8.5,11.7,-1.0,-7.0,2.7,-13.7,-8.7,10.8,-13.1
